Screening results as filed in PubChem.
CSN inh: CSN deneddylation inhibition; Purified CSN, SCF-Nedd8-OG deneddylation, fluorescence polarization; hit rate 0.38% among 360,000; inhibition, % at 12.5 µM; Q92905;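 active = pattern-corrected inhibition above about 35%, with an unprinted fluorescence ratio check between 0.5 and 1.5, limit read from the data, passing the limit was not always enough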;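 also: 0% = enzyme with substrate and 100% = substrate without enzyme; some results filed as inactive read as strong as hits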
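Test system: Human Csn5 produced in HEK293T cells | Compound: 12.5 µM single point | Times: 90 min, room temperature | Signal: Fluorescence polarization readout | Read-out basis: % inhibition of substrate cleavage by Csn5 | Controls: no-enzyme wells high, enzyme-with-substrate wells low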
MT1-MMP act inh: blocks activation of human MT1-MMP. P50281. HT1080 RFP-PRO-GFP cells, GFP/RFP ratio fluorescence, overnight; percent of plate control window, DMSO zero. GFP/RFP ratio change, % at 20 µM. hit rate 0.061% among 360,000. AID 651647;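 active = GFP/RFP ratio change of at least 30% with cell ATP level not reduced by more than half and red fluorescence within 50% of control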; also: strong numbers were not always called active
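Assay system: HT1080 cells carrying an RFP-PRO-GFP reporter | Dosing: Single dose of 20 µM compound, 1% DMSO final | Incubation: Cells overnight before dosing, compound overnight, 37 °C, 5% CO2 | Evaluation: GFP/RFP fluorescence ratio | Control set: DMSO and RFP-L50D-GFP cell wells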
E coli Lon inh: E. coli protease La inhibition; P0A9M0; purified E. coli Lon protease, fluorescence polarization; hit rate 0.42% among 360,000; inhibition, % at 7.94 µM; in the data active = inhibition above about 13%, passing the limit was not always enough;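 also: 0% = enzyme with probe and DMSO and 100% = no enzyme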
Target sequence (P0A9M0 whole entry, looked up): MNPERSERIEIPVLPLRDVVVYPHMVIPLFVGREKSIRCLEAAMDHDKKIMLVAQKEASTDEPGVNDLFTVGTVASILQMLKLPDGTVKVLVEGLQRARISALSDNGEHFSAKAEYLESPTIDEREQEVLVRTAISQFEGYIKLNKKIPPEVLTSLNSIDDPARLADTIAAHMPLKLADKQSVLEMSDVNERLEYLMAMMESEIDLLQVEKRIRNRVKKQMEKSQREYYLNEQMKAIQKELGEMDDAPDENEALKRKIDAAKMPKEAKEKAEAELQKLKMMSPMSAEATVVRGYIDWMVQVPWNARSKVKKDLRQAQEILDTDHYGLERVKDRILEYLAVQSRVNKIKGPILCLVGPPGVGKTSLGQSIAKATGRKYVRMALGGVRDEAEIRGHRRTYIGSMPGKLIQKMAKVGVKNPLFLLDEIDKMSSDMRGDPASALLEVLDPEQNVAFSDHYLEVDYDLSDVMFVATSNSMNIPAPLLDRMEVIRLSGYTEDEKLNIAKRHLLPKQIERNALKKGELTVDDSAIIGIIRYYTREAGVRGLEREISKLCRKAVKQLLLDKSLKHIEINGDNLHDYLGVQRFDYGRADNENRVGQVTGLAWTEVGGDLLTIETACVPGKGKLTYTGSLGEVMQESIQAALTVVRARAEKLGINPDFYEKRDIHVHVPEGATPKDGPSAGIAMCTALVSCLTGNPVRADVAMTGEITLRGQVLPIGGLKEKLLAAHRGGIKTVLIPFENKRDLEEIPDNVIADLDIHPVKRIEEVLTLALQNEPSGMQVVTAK
PABP1 MLLE inh: blocks PAM2 peptide binding to the PABP1 MLLE domain. P11940. inhibition, % at 20 µM. GST-MLLE / FITC-PAM2 fluorescence polarization. hit rate 0.36% among 360,000; in the data active = inhibition above about 35%, passing the limit was not always enough;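 also: plate controls were DMSO wells with GST-MLLE for no effect and wells lacking GST-MLLE protein for full effect; some results filed as inactive read as strong as hits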
MsrA act: activators of bovine methionine sulfoxide reductase A; purified bovine MsrA, absorbance read-out; hit rate 0.3% among 360,000; activation, % at 10.6 µM; AID 602163; in the data active = activation above about 7.5%;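 also: 0% = vehicle and 100% = reference activator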
Rpn11 inh: blocks the human proteasome subunit Rpn11. hit rate 0.59% among 360,000. human 26S proteasome, Ub4-pepOG fluorescence polarization; 20S core pre-blocked with epoxomicin. calls only at 20 µM. O00487. AID 588493;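 active = inhibition at 20 µM, scaled to each plate's controls, above about 33%, limit read from the data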
Rin1 Abl inh: human Rin1-Abl interaction inhibition | P00519+Q13671 | TR-FRET Rin1/Abl binding, biochemical | inhibition, % at 7.35 µM | hit rate 0.4% among 360,000 | AID 588664; in the data active = inhibition above about 5%, passing the limit was not always enough
FAS-TE inh: FAS thioesterase (human) inhibition | AID 602261 | P49327 | recombinant FAS-TE, OMFH fluorogenic substrate, fluorescence endpoint | hit rate 0.67% among 360,000 | inhibition, % at 15 µM;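 active = compounds whose normalised, plate-corrected inhibition of enzyme fluorescence in the single-dose primary screen is 50% or more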;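 also: 0% = DMSO with enzyme and 100% = substrate without enzyme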
MsrA inhibitor: inhibitors of bovine MsrA. inhibition, % at 15.5 µM. hit rate 0.75% among 360,000. purified bovine MsrA, absorbance read-out; in the data active = inhibition above about 4.5%;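 also: 0% = vehicle wells with enzyme and 100% = reference inhibitor wells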
An asterisk follows results filed as active; i = inactive; · = no result given; + = active, no number.

1) COC(=O)c1cc(C)sc1NC(=O)CN1CCN(C(=O)C2CCCO2)CC1 (configuration not stated)
2) C=CCN1C(=O)/C(=C/c2ccc(O)c(OC)c2)S/C1=N/c1nccs1
3) O=c1nc2n(c3cccc(Cl)c13)CCCCC2
4) COc1ccc(-c2csc(NCc3ccco3)n2)cc1
5) CCN(CC)CCN(C(=O)c1ccc(C(=O)c2ccccc2)cc1)c1nc2cc3c(cc2s1)OCO3
6) CC(NC(=O)c1cc2ccccc2oc1=O)c1ccc(O)cc1 (configuration not stated)
7) O=C(c1ccncc1)N1CCN(S(=O)(=O)c2ccccc2Br)CC1
8) Cc1cc(Br)ccc1OCC(=O)NNC(=O)c1cnccn1

Assay by compound	1	2	3	4	5	6	7	8
CSN inh	-4	83*	3	10	-3	-3	-3	2
MT1-MMP act inh	0	-97	-4	-8	-2	3	-3	1
E coli Lon inh	-6	-454	-4	-10	0	-8	-16	71*
PABP1 MLLE inh	6	-139	-15	-23	2	8	-3	1
MsrA act	-3	-6	-10	-2	-2	3	0	0
Rpn11 inh	i	·	i	i	i	i	i	i
Rin1 Abl inh	-6	-1	1	-2	1	3	0	2
FAS-TE inh	-2	6	-10	6	30	-15	-7	-2
MsrA inhibitor	1.2	0.1	-0.5	0.6	1.7	1.3	-0.2	-0.2

One compound at a time (already shown):
Entry for CCN(CC)CCN(C(=O)c1ccc(C(=O)c2ccccc2)cc1)c1nc2cc3c(cc2s1)OCO3 → CSN inh = -3; MT1-MMP act inh = -2; E coli Lon inh = 0; PABP1 MLLE inh = 2; MsrA act = -2; Rpn11 inh = i; Rin1 Abl inh = 1; FAS-TE inh = 30; MsrA inhibitor = 1.7
Entry for Cc1cc(Br)ccc1OCC(=O)NNC(=O)c1cnccn1 → CSN inh = 2; MT1-MMP act inh = 1; E coli Lon inh = 71*; PABP1 MLLE inh = 1; MsrA act = 0; Rpn11 inh = i; Rin1 Abl inh = 2; FAS-TE inh = -2; MsrA inhibitor = -0.2
Entry for C=CCN1C(=O)/C(=C/c2ccc(O)c(OC)c2)S/C1=N/c1nccs1 → CSN inh = 83*; MT1-MMP act inh = -97; E coli Lon inh = -454; PABP1 MLLE inh = -139; MsrA act = -6; Rpn11 inh = ·; Rin1 Abl inh = -1; FAS-TE inh = 6; MsrA inhibitor = 0.1

More entries follow.
9) O=c1[nH]c(NCc2ccccc2)nc2c1CCC2
10) CCCCN(C)C(=O)Cn1c(=O)oc2cc(S(=O)(=O)N3CC(C)CC(C)C3)ccc21 (configuration not stated)
11) COCCSc1nnc(NC(=O)CSc2ccccc2)s1
12) COc1cccc(C2=NC(C)(C)NC(c3ccccc3O)C2)c1 (configuration not stated)
13) CC(C)c1cn(C2OC(COC(=O)c3ccccc3)C(OC(=O)c3ccccc3)C2OC(=O)c2ccccc2)c(=O)[nH]c1=O (configuration not stated)
14) N/C(Cc1ccc([N+](=O)[O-])cc1)=N\OC(=O)c1ccc(Br)cc1
15) CCOC(=O)C1CCCCN1C(=O)CCc1c(C)nc2ncnn2c1C (configuration not stated)
16) O=C(/C=C/c1ccccc1)NC(=S)Nc1ccc(N2CCOCC2)cc1

Assay by compound	9	10	11	12	13	14	15	16
CSN inh	3	-1	3	5	-1	-3	-3	-5
MT1-MMP act inh	0	-7	2	-3	-28	1	5	-6
E coli Lon inh	-5	-5	0	5	1	4	3	11
PABP1 MLLE inh	2	10	0	-8	2	2	18	36
MsrA act	-5	-2	-1	-4	-4	-4	-3	-2
Rpn11 inh	i	i	i	i	i	i	i	i
Rin1 Abl inh	-1	0	0	0	4	-2	-1	2
FAS-TE inh	-6	9	-6	1	42	23	-8	-4
MsrA inhibitor	-0.8	1.9	1.2	1.6	-0.6	1.0	0.3	0.9

17) COc1ccc([C@H]2C[C@@H](n3cc(COC(=O)c4ccccc4)nn3)[C@H](O)CN2Cc2cccs2)cc1
18) COC(=O)Cc1ccc(NC(=O)c2ccccc2Br)cc1
19) Cc1ccc(S(=O)(=O)C(c2ccccc2)c2c(C)noc2C)cc1 (configuration not stated)
20) O=C(NCc1ccco1)/C(=C/c1cccnc1)NC(=O)c1cccc(Br)c1
21) COc1ccc(CN2CCC(C)(Oc3cccc(F)c3)C2)c2ccccc12 (configuration not stated)
22) Cc1cc(Cl)ccc1OCCCC(=O)Nc1ccc(S(=O)(=O)Nc2ncccn2)cc1
23) CCN(CC)c1ccc(NC(=O)c2ccc(Br)o2)c(C)c1
24) COc1ccc(N2CCN(C3CCCN(C(=O)C4=C(C)OCCO4)C3)CC2)cc1 (configuration not stated)

Assay by compound	17	18	19	20	21	22	23	24
CSN inh	3	2	-1	1	5	0	0	-3
MT1-MMP act inh	4	0	-2	0	-4	0	2	-2
E coli Lon inh	5	-9	3	-6	-5	4	-1	-11
PABP1 MLLE inh	-1	-10	-1	0	-13	-2	-5	4
MsrA act	-2	-4	-1	-7	-2	-2	-2	-3
Rpn11 inh	i	i	i	i	i	i	i	i
Rin1 Abl inh	-3	0	-1	-4	2	-1	2	0
FAS-TE inh	20	-5	1	-2	12	-1	0	-9
MsrA inhibitor	0.4	-0.7	0.1	1.5	0.3	1.4	1.3	0.5

25) COC(=O)c1ccc(NC(=O)c2cn(-c3ccccc3)nc2-c2ccncc2)cc1
26) CN(C)c1ccc(C(=O)OCC(=O)N2CCCC2)cc1
27) CC(C(=O)NN=C(c1ccccc1)c1ccccc1)N1CCCC1 (configuration not stated)
28) C#CCN(C[C@@H]1[C@@H](OC(=O)NCCCCCC)[C@@H](OC(=O)NCCCCCC)Cn2c(=O)n(CCCCCC)c(=O)n21)S(=O)(=O)c1ccc(C)cc1
29) C=C(C)COc1ccc(-c2[nH]ncc2Oc2cccc(OC)c2)c(O)c1
30) COc1ccc(Cl)cc1NC(=O)CN(C)C(=O)CN1C(=O)NC(C)(C)C1=O
31) Cc1cccc(CN2CCN(CC(=O)NCCCN3CCN(c4ccc(F)cc4)CC3)C2=O)c1
32) O=C(Nc1ccccc1)C1=C[C@@H](c2ccc(C(F)(F)F)cc2)C[C@@H](OCCCCO)O1

Assay by compound	25	26	27	28	29	30	31	32
CSN inh	23	1	-5	3	0	-1	2	-1
MT1-MMP act inh	4	0	-8	-3	-1	0	4	1
E coli Lon inh	4	2	-5	-12	-4	-4	3	-18
PABP1 MLLE inh	-18	9	-1	14	2	9	-7	-6
MsrA act	0	-4	-6	-3	-2	-3	0	-1
Rpn11 inh	+	i	i	i	i	i	i	i
Rin1 Abl inh	-3	-3	2	0	-4	1	1	1
FAS-TE inh	17	-4	-5	12	-203	-5	-10	16
MsrA inhibitor	1.2	5.7*	-0.7	0.4	0.3	-0.6	-0.8	0.9

33) CN(C(=O)Cn1nnc(-c2ccc(F)cc2)n1)C1CCS(=O)(=O)C1 (configuration not stated)
34) O=[N+]([O-])c1nn(-c2ccc3c(c2)OCCO3)n(O)c1=NC1CCCCC1
35) CC(C)(C)NC(=O)CSc1nnc(Cc2ccccc2)n1CC1CCCO1 (configuration not stated)
36) OCCC1CN(Cc2cnc(-c3ccc(Cl)cc3)nc2)CCN1C1CCCC1 (configuration not stated)
37) CC(=O)c1cccc(NC(=O)c2ccc3c(c2)OCO3)c1
38) O=C(COc1ccc(Cl)cc1Cl)Nc1ccccc1F
39) COc1ccc(N2CCN(C(=O)COC(=O)c3oc4ccc(OC)cc4c3C)CC2)cc1
40) COc1ccc(C(=O)NCCc2cccc(Cl)c2)cc1OC1CCN(C(C)=O)CC1

Assay by compound	33	34	35	36	37	38	39	40
CSN inh	-4	-1	-7	-1	0	2	-2	1
MT1-MMP act inh	1	4	4	7	-2	1	9	-2
E coli Lon inh	-10	-7	-4	-7	0	9	-7	0
PABP1 MLLE inh	11	-3	-15	8	14	0	-10	-7
MsrA act	-2	-4	3	0	-1	-4	0	-9
Rpn11 inh	i	i	i	i	i	i	i	i
Rin1 Abl inh	4	-3	4	-1	0	1	1	4
FAS-TE inh	-7	1	-5	0	-4	5	2	-2
MsrA inhibitor	1.0	2.9	-0.3	-0.3	0.1	-0.8	-1.0	-0.7

41) CC1CCCN(CC(=O)NC(=O)NC2CCCCC2)C1 (configuration not stated)
42) Cc1ccc(C(=O)N/N=C\c2cc3c(cc2Br)OCO3)cn1
43) CCN(C(=O)CCS(=O)(=O)c1cccc2nonc12)c1ccc(F)cc1
44) C/C(=N\NC(=S)NCc1ccccc1)c1ccc2c(c1)OCCO2
45) CS(=O)(=O)N1N=C(c2ccco2)CC1c1ccc(Cl)cc1 (configuration not stated)
46) COc1cc(C(=O)NCC(c2ccco2)N2CCc3ccccc3C2)cc(OC)c1OC (configuration not stated)
47) CSc1ccc(C(=O)NCC(c2ccco2)N(C)C)cc1[N+](=O)[O-] (configuration not stated)
48) COc1ccc(Cl)cc1NC(=O)C1CC(c2c(F)cccc2Cl)=NO1 (configuration not stated)
49) COc1ccccc1OCCNC(=O)c1cc(C2CC2)nc2c1cnn2C(C)C
50) CCOC(=O)/C=C/C(=O)Nc1ccc(S(=O)(=O)Nc2nccs2)cc1
51) O=C(NC(=O)c1ccccc1)Nc1ccc(-c2cnco2)cc1

Assay by compound	41	42	43	44	45	46	47	48	49	50	51
CSN inh	2	5	0	3	-1	-3	-2	1	-2	3	2
MT1-MMP act inh	-3	5	2	3	-3	1	3	-1	-2	1	1
E coli Lon inh	4	4	-8	15	-2	-1	-9	-10	1	7	-1
PABP1 MLLE inh	2	-5	12	28	5	6	7	4	-21	-12	1
MsrA act	-1	-1	-4	-3	-5	-2	-2	-1	-8	-6	-5
Rpn11 inh	i	i	i	i	i	i	i	i	i	i	i
Rin1 Abl inh	6	3	-4	1	-1	-2	-2	-1	0	0	3
FAS-TE inh	2	-7	-2	25	-7	0	7	40	5	-1	-4
MsrA inhibitor	-0.3	0.2	0.5	4.0	-0.5	-0.4	-0.4	-0.1	-0.4	0.5	0.3
